SF-1 act – activators of human nuclear receptor SF-1. CHO-K1 Gal4-SF-1 LBD luciferase reporter; % increase over DMSO SF-1-specific signal. activation, % at 10 µM. 1.9% of 65,000 active. AID 522;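 active = activation above the mean activation of all tested compounds plus 3 SD, cut at about 50% in these data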
Target sequence (Q13285 whole entry, looked up, the tested form may be a part): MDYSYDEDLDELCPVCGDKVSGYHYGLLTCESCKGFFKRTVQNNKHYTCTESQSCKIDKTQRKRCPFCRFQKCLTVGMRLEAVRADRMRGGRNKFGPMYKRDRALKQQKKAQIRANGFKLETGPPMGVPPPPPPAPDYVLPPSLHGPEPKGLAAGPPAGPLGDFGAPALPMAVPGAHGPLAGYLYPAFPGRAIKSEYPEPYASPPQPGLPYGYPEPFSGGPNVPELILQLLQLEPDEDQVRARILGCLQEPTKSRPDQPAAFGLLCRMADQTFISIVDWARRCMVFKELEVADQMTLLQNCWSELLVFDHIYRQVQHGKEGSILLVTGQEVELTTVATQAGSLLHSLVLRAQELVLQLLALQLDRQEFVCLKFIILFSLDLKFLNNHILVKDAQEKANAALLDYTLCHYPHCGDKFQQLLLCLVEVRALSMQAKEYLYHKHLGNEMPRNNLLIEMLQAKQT
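Assay system: CHO-K1 cells co-transfected with Gal4 DBD–human SF-1 LBD, 5xGal4 luciferase reporter; doses: 10 µM only; incubation: 20 h compound exposure at 37 °C after 1 h cell settling; signal: luciferase light emission; evaluation: percent activation versus DMSO; repeats: one test per compound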
M1 antag – antagonists of rat M1 muscarinic receptor | P08482 | 3.4% of 64,000 active | AID 628 | CHO-M1 cells, Fluo-4 calcium, ACh EC80 antagonist mode; active compounds read low | B-score at 10 µM;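 active = calcium fluorescence response, raw or row-and-column corrected B-score, differing from the plate sample mean either way at a set confidence level, mostly lower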
TNAP act DEA – activates human TNAP at intermediate phosphate acceptor concentration. P05186. purified TNAP, CDP-star luminescence, 100 mM DEA, 30 min; active compounds read high; scale: 0 levamisole-inhibited, 1 vehicle-only enzyme. activation factor at 20 µM. 64,000 tested, under 10 active;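 active = activation factor of at least 2 at 20 µM, relative to controls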
Fluor 339 460 – intrinsic fluorescence of library compounds, ex339/em460 – biochemical, MLSMR library, data from DPM-DC assay, artefact control, profiling panel; compound autofluorescence, ex339/em460 nm, NADH buffer; active compounds read high; 1 = no-compound wells, NADH background; fluorescence fold increase at 10 µM; 5.5% of 65,000 active;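 active = at 10 µM, mean starting fluorescence two-fold or more over control wells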;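 note: signal is the first read of a kinetic run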
Ecoli tolC – blocks growth of E. coli BW25113 tolC mutant; 2.2% of 65,000 active; AID 573; growth inhibition, % at 10 µM (by protocol); OD615;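 active = growth inhibition at or above a cutoff equal to the mean over every tested compound plus 3 SD, cut at about 60% in these data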;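 note: growth measured after 20 h incubation at 37 °C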
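Assay system: tolC-deleted E. coli BW25113. Medium: kanamycin-containing LB broth (50 µg/mL). Dosing: 10 µM final, single dose. Timing: bacterial growth with compound for 20 h at 37 °C. Detection: A615 absorbance measurement. Read-out basis: growth inhibition in percent.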
RORa activator – activates the human nuclear receptor RORA; CHO-K1 Gal4-RORA LBD luciferase reporter, luminescence; percent increase over mock-subtracted basal signal; activation, % at 10 µM; 1.5% of 65,000 active;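 active = activation above the mean of all tested compounds plus 3 SD, cut at about 49% in these data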;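 note: 0% = DMSO-treated RORA cells and 100% = added signal equal to DMSO minus mock-transfected cells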
Target sequence (P35398 whole entry, looked up, the tested form may be a part): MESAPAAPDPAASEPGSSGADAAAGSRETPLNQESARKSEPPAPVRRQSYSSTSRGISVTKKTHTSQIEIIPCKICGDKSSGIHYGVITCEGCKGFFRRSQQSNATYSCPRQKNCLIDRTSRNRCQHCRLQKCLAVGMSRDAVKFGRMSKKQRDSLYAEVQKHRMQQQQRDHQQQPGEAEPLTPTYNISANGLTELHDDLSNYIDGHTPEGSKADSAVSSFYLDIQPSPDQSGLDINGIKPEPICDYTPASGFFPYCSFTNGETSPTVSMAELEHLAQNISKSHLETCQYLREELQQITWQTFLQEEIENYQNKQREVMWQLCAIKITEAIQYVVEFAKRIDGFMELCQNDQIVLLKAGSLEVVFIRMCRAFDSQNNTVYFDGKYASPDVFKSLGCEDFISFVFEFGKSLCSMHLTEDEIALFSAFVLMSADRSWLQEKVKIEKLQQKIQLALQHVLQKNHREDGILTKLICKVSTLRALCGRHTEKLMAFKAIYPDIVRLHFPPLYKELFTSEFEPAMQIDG
M1 agonist – M1 muscarinic receptor agonism | CHO-M1 cells, Fluo-4 calcium fluorescence, agonist mode; active compounds read high | B-score at 10 µM | 3% of 64,000 active | AID 626;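 active = fluorescence rise, raw or as B-score row- and column-corrected plate score, outside the 99.7% band of its plate's samples, either direction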
NADH coupling – inhibition of NAD/NADH coupling enzymes, library profiling; coupled PK/LDH NADH assays, four targets; IC50, µM (series often up to 10 µM), inactives show at the top dose inhibition; 0.02% of 65,000 active; AID 774;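 active = single-dose screening hits from any of four coupled enzyme assays that gave an IC50 when retested across doses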;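 note: the DPM-DC format reads NADH fluorescence rather than 340 nm absorbance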
Ec RNAP inh – blocks E. coli RNA polymerase transcription; AID 559; 0.2% of 62,000 active; inhibition, %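 (tested at 10 µM)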; fluorescence transcription assay; P0A8V2; in the data active = inhibition above about 20%;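 note: 0% = enzyme without compound and 100% = no enzyme blank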
Active calls of the source: *; nt = not tested or not shown; [ ] = remark or other dose.

SMILES	SF-1 act	M1 antag	TNAP act DEA	Fluor 339 460	Ecoli tolC	RORa activator	M1 agonist	NADH coupling	Ec RNAP inh
Cn1c(C(=O)N2CCN(c3cccc(C(F)(F)F)c3)CC2)cc2sccc21	-7.1	0.17	0.9	1.06	70.9*	-0.8	-0.332	4.0%	4.4
Cc1cc(C)c2oc(-c3ccc(Cl)c(NC(=O)c4ccc(C#N)cc4F)c3)nc2c1	25.4	-0.557	0.9	3.97*	-3.0	12.5	-0.0797	7.0%[fluoresces]	-1.4
COc1ccc(-c2nc(N3CCOCC3)nc3n[nH]c(N)c23)cc1	13.7	0.71	1	0.89	-0.6	-7.2	-0.292	7.0%	-3.1
COC(=O)c1cc2nc(-c3ccc(OC)c(OC)c3)cc(C(F)(F)F)n2n1	-7.9	-0.0296	1	1.85	-5.2	1.1	-0.963	3.0%	3.2
Nc1nc(CN2CCc3ccccc3C2)nc(Nc2ccccc2)n1	5.4	-0.377	0.9	1.14	14.1	-33.5	0.997	3.0%	7.8
COCCN(CCOC)c1ncc(Cl)c(C(=O)c2c(C)cc3ccccn23)n1	-18.1	1.17	1	1.09	35.0	-16.5	-0.146	5.0%	0.4
CCC(=O)n1nc(-c2ccco2)nc1SCc1ccccc1	9.4	0.824	0.9	1.14	12.5	11.9	-0.436	0.0%	16.1
CCCCNC(=O)c1cc2c(=O)n3cccc(C)c3nc2n(Cc2ccncc2)c1=N	-2.5	-1.18	0.9	3.66*	8.2	-20.4	-0.329	6.0%[fluoresces]	-3.5
CCn1c(Cc2ccccc2)nnc1SCC(=O)Nc1cc(C)on1	-4.8	-0.598	0.9	1	-11.9	-5.0	0.0657	2.0%	8.5
Cc1cc(S(=O)(=O)NCc2ccco2)c(C)s1	0.0	0.313	0.9	1.08	-11.4	-14.3	-0.211	3.0%	6.0

Brought forward from above: 2 compounds, then new ones.
SMILES	SF-1 act	M1 antag	TNAP act DEA	Fluor 339 460	Ecoli tolC	RORa activator	M1 agonist	NADH coupling	Ec RNAP inh
CCn1c(Cc2ccccc2)nnc1SCC(=O)Nc1cc(C)on1	-4.8	-0.598	0.9	1	-11.9	-5.0	0.0657	2.0%	8.5
Cc1cc(S(=O)(=O)NCc2ccco2)c(C)s1	0.0	0.313	0.9	1.08	-11.4	-14.3	-0.211	3.0%	6.0
Nc1nc(-c2cccnc2)nn1S(=O)(=O)c1ccccc1	-7.3	0.0954	0.9	1.09	1.4	14.4	-0.414	2.0%	1.5
CCC(=O)N1CCc2cc(S(=O)(=O)N3CCc4ccccc4C3)ccc21	12.2	0.148	0.9	1.12	-4.2	-16.9	0	4.0%	2.9
Cc1ccccc1-n1nc(C)c2cc(C(=O)N3CCN(S(=O)(=O)c4ccc(F)cc4)CC3)sc21	-4.6	-0.00852	0.9	1.13	7.9	-27.8	1.05	3.0%	nt
COc1cc(OC)cc(-n2c3nc4ccccc4nc3c3c(=O)n(CC4CCCO4)cnc32)c1 (stereo not drawn)	0.4	-0.152	0.9	1.27	nt	-20.3	-0.18	7.0%	-3.1
Cc1ccc2nc3c(cc(C#N)c(=O)n3CCN3CCOCC3)c(=O)n2c1	-1.0	nt	0.9	3.01*	-20.1	-3.1	nt	9.0%	-5.7
CC(C)Oc1ccc(C(=O)NCc2cccnc2)cc1	-16.1	0.121	0.9	1.09	-4.8	-8.9	0.918	2.0%	12.9
Cc1ccc(C(C#N)N2CCOCC2)cc1 (stereo not drawn)	-2.1	-0.0981	0.9	1.04	-15.0	-0.4	-0.228	6.0%	7.1
O=C(CSc1oc(-c2ccc(F)cc2)nc1S(=O)(=O)c1ccccc1)NCC1CCCO1 (stereo not drawn)	5.9	0.234	0.9	1.1	-4.3	1.1	0.218	4.0%	3.8
O=[n+]1cc(-c2ccccc2)n([O-])c2c1CCC2	4.7	-0.0641	1	0.93	-30.5	4.0	0.271	10.0%	0.7
CCCCNC(=O)CCCCCn1c(=O)[nH]c2cc(OC)c(OC)cc2c1=O	13.4	-0.185	0.9	1.48	2.4	-4.3	-0.473	9.0%	-0.6
CCC(C)Sc1nc2c(c(=O)[nH]c(=O)n2C)n1Cc1ccc(Cl)cc1 (stereo not drawn)	4.7	0.032	1	1.08	20.1	31.0	-0.0943	3.0%	5.7
COc1ccc(COC(=O)c2n[nH]c3ccccc23)cc1F	42.5	0.0248	0.8	1.08	15.7	2.0	-1.15	2.0%	6.9
Cc1cccc(-n2c(O)c(C=Nc3ccc4c(c3)OCO4)c3ccccc3c2=O)n1	-8.8	0.0534	0.7	1.06	0.6	-12.3	0.66	1.0%	11.6
CCn1c(SCC(=O)N2CCN(c3ccccc3)CC2)nc2c(c1=O)SC(C)C2 (stereo not drawn)	-0.2	0.00534	0.9	1.04	-4.0	-0.9	-0.0377	1.0%	4.9
CN(CC(=O)Nc1nc2ccccc2s1)S(=O)(=O)c1ccccc1	38.0	-0.971	0.9	1.19	10.6	43.5	-0.377	4.0%	-1.0
COc1ccccc1C(=O)Nc1nnc(-c2ccc(Cl)cc2)o1	8.5	0.531	0.8	1.09	44.0	20.8	-0.0013	7.0%	-7.2
CCOC(=O)CSc1nc2ccccc2c(=O)n1CC	19.5	0.868	0.9	1.1	6.7	1.1	0.557	10.0%	4.9
CC(=O)N1CCCc2cc(S(=O)(=O)NCc3ccc(C)cc3)ccc21	0.4	-0.21	1	1.12	-2.9	-2.9	-1.07	8.0%	-1.7
O=C(Nc1nncs1)c1ccc(S(=O)(=O)c2ccccc2)cc1	-8.3	0.0256	1	1.02	6.2	-10.7	-1.48	1.0%	1.1
CCOC(=O)C1=C(C)NC(=O)NC1c1ccccc1Cl (stereo not drawn)	-1.5	-0.674	0.9	1.06	-5.3	-18.9	-0.217	6.0%	7.3
CCn1c(SCC(=O)Nc2ccccc2C)nnc1-c1ccccc1O	-10.4	-1.98	0.8	1.15	40.8	-10.4	1.3	2.0%	4.7
O=c1c2ccccc2nnn1CSc1nc2sc3c(c2c(=O)n1CC1CCCO1)CCC3 (stereo not drawn)	-8.5	0.121	0.9	1.04	22.2	13.4	0.092	6.0%	1.3
O=S1(=O)C[C@@H](N2CCOCC2)[C@H](N2CCOCC2)C1	2.5	0.623	0.9	1.08	9.1	-17.6	0.186	3.0%	7.6
Cc1nc2sc3c(c2c(=O)o1)CCCC3	8.9	-0.121	0.9	1.03	-3.0	5.8	-0.432	10.0%	6.8
CN(C/C(O)=C(\C#N)c1ccccc1)C1CCCCC1	5.4	-1.15	1	1.09	-20.8	-2.6	0.0593	7.0%	1.6
Cn1c(C(=O)NC2CCCC2)cc2c(=O)n(C)c3ccccc3c21	-15.7	0.402	0.9	1.3	19.1	4.0	4.1*	5.0%	3.4
CCN(C1CCS(=O)(=O)C1)S(=O)(=O)c1cccs1 (stereo not drawn)	3.1	1.13	0.9	1.07	-17.9	-6.6	0.193	5.0%	7.2
Brc1cc2[nH]cnc2c2ccccc12	10.3	0.215	1	1.06	33.6	24.1	-0.275	4.0%	-4.7
CC(=O)n1nc2nc(C)cc(C)c2c1N	5.9	-0.111	1	1.02	-12.5	-11.0	-0.000536	7.0%	6.9
COc1ccc(CCC(=O)NCc2cnn(C)c2)cc1	-3.2	0.119	0.9	1.04	-23.4	-9.7	-1.92	3.0%	0.1
COC(=O)Nc1ccc(S(=O)(=O)N2CCCc3ccccc32)cc1	36.7	-0.359	1	1.04	23.1	53.4*	0.479	6.0%	3.8
COc1ccc2nc(/N=C\N(C)C)sc2c1	10.6	0.471	0.9	1.09	-11.5	42.0	-0.402	7.0%	8.0
Cc1cc(=O)[nH]c(SCc2nc3ncccn3c2Br)n1	-19.0	-0.00658	0.9	2.47*	-4.5	-13.1	0.58	4.0%[fluoresces]	-0.2
COc1ccccc1-c1nnc(NC(=O)C(C)SC2=NCCS2)s1 (stereo not drawn)	-3.9	0.658	0.9	1.1	10.9	-25.8	-1.11	4.0%	6.1
COCCN(C(=O)C1CC1)c1nnc(-c2cccc(C)c2)s1	-15.1	-0.103	1	1.08	3.1	18.5	0.61	3.0%	-8.1
CCOC(=O)Cc1csc(SCC(=O)Nc2cccc(C#N)c2)n1	17.0	-0.0244	0.9	1.07	-2.0	-14.6	-0.375	9.0%	6.8
O=C(CCS(=O)(=O)c1cccc2nonc12)N1CCCc2ccccc21	-8.4	-1.19	0.9	1.08	12.5	-23.6	0.611	2.0%	0.2
Cn1c(Cc2ccccc2)nnc1SCC(=O)Nc1ccccc1N1CCOCC1	0.5	-2.53	1	1.09	-7.4	-0.1	0.276	2.0%	6.1
O=C(Cc1coc2cc3c(cc12)CCC3)OCc1cc(=O)n2c(n1)sc1ccccc12	1.1	-0.239	1	1.88	11.0	-19.6	1.01	7.0%	1.2
CC1CN(C(=O)C2CCCN2S(=O)(=O)c2ccc(Cl)cc2)CC(C)O1 (stereo not drawn)	-2.8	0.043	0.9	1.16	-4.1	0.4	-0.438	4.0%	3.6

A few values from the entries so far:
M1 antag result of O=C(CCS(=O)(=O)c1cccc2nonc12)N1CCCc2ccccc21 = -1.19
M1 agonist result of Cc1cc(=O)[nH]c(SCc2nc3ncccn3c2Br)n1 = 0.58
TNAP act DEA result of CC1CN(C(=O)C2CCCN2S(=O)(=O)c2ccc(Cl)cc2)CC(C)O1 (stereo not drawn) = 0.9
TNAP act DEA result of Cn1c(Cc2ccccc2)nnc1SCC(=O)Nc1ccccc1N1CCOCC1 = 1

Later entries.
SMILES	SF-1 act	M1 antag	TNAP act DEA	Fluor 339 460	Ecoli tolC	RORa activator	M1 agonist	NADH coupling	Ec RNAP inh
O=C1CSC(=S)N1Cc1cccnc1	-0.1	-0.125	1	1.09	4.1	-7.6	-0.624	6.0%	7.5
COc1ccccc1C(=O)Nc1ccc(S(=O)(=O)N2CCCC2)cc1	-1.1	0.00576	0.8	1.05	7.0	-6.8	0.158	2.0%	4.4
CCOc1ccc(NC(=O)CN2CCN(CC(=O)Nc3ccc(C(=O)OC)cc3)CC2)cc1	9.8	-0.0635	0.9	1.12	-4.7	-17.7	0.0544	3.0%	0.6
CCCCS(=O)(=O)NC1=NCN(CCOC(=O)c2ccccc2)CN1	-4.3	-0.45	0.9	1.04	-4.2	4.0	-0.0615	4.0%	5.1
NS(=O)(=O)c1ccc(C(=O)O)cc1	-8.2	0.711	1	1.02	-12.2	-3.7	-1.25	1.0%	6.5
CCOC(=O)c1c(CN2CCCCC2)oc2ccc(OC)cc12	4.4	-0.367	1	1.1	-1.7	22.9	-0.0489	0.0%	7.3
CNc1nc(NC)nc(-n2c(C(F)(F)F)nc3ccccc32)n1	-5.8	0.104	1	1.11	17.3	-2.4	1.27	0.0%	1.6
Cc1cccc(NC(=O)COc2ccc(Br)cc2C)n1	-1.0	-0.0118	0.9	1.09	8.0	-11.6	0.393	4.0%	-0.8
O=C(CC1CCCCC1)NC1CCCC1	21.6	0.272	1	1.13	-9.8	17.7	0.704	3.0%	3.0
O=C(Nc1ccccc1)N(CCN1CCOCC1)Cc1ccccc1F	-21.1	0.292	1	1.05	-11.3	-0.9	-1.17	2.0%	-6.1
COC(=O)c1ccc(NC(=O)NS(=O)(=O)c2ccc(C)cc2)cc1	-13.3	nt	1	1.06	-16.0	-4.5	nt	1.0%	-2.0
COCCN1Cc2cccc(C(=O)NCc3ccc4c(c3)OCO4)c2C1=O	-15.3	nt	0.9	1.04	-19.8	-15.1	nt	6.0%	5.2
O=c1cc(N2CCOCC2)[nH]c(=O)n1Cc1ccc(F)cc1	-7.8	0.62	0.9	1.05	-39.1	-8.6	0.731	3.0%	4.2
CCSC1=NCN(CCCC(=O)O)CN1	25.6	-0.444	0.8	1.04	-6.9	12.4	0.0276	3.0%	9.8
c1ccc(CNc2nc3ccccc3[nH]2)cc1	0.4	1.17	1	1.12	8.8	-13.5	-0.245	6.0%	-8.7

Assay outcomes (PubChem BioAssay)
